Assay outcomes: PubChem BioAssay, Emory University Molecular Libraries Screening Center
14-3-3g Raf: modulators of human 14-3-3 gamma - Raf peptide interaction; P61981; inhibition, % at 40 µM; 160,000 tested, 0.19% active; FP, 14-3-3gamma / TMR-pS259-Raf peptide binding; AID 422; in the data active means inhibition above about 30%;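 further: 0% = protein plus tracer without compound and 100% = blank with tracer alone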
Target sequence (P61981 whole entry, looked up): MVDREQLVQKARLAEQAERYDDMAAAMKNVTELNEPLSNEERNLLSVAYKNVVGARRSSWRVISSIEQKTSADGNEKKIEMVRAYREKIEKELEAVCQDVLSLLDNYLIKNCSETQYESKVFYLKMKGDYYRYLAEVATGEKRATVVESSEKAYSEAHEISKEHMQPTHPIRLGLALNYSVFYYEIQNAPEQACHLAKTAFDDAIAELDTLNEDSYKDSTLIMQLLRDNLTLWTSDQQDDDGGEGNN
The depositor's hits bear a star; & = joins results of further samples. The list is partial; count on the stated rates, not on these rows.

SMILES	14-3-3g Raf
CC(=O)C1=C(O)C(=O)N(CC2CCCO2)C1c1ccc(C(C)C)cc1 (stereo not drawn)	-5.0
C=CCSc1nnc2c(n1)OC(c1ccc(OC)c(OC)c1OC)N(C(C)=O)c1ccccc1-2 (stereo not drawn)	-3.0
COc1cccc(NC(=O)C2CC(=O)N(C)C(=Nc3cccc(F)c3)S2)c1 (stereo not drawn)	-8.6
COc1ccc(NC(=O)CSc2nc3c([nH]c4ccccc43)c(=O)n2-c2ccccc2)c(OC)c1	-0.9
CCOC(=O)c1ccc(NCn2c(=O)oc3ccccc32)cc1	-5.8
Cc1ccc(NS(=O)(=O)c2ccc3[nH]c(=O)c(=O)[nH]c3c2)cc1Cl	1.3
Cn1c(SCc2ccccc2F)nc2cccnc21	-0.4
COCc1[nH]nc2c1C(c1ccnc3ccccc13)C(C#N)=C(N)O2 (stereo not drawn)	-5.5
COc1cc(C2C3=C(CCCC3=O)NC3=C2C(=O)CCC3)ccc1O	-16.7
Cc1cccc(C(C2=C(O)CC(C)(C)CC2=O)C2C(=O)CC(C)(C)CC2=O)c1 (stereo not drawn)	4.2
Cc1nn(Cc2ccccc2)c(C)c1NC(=O)c1noc2c1CC(C(C)(C)C)CC2 (stereo not drawn)	2.5
O=C(CN1CCN(S(=O)(=O)c2ccc(Cl)cc2)CC1)Nc1ccc(F)cc1F	2.0
O=C1c2ccccc2C(=O)N1n1c(=O)[nH]c2ccccc2c1=O	-1.4
Cc1cccc2nc(-c3ccccc3)c(-c3ccccc3)nc12	-36.6
COc1ccccc1CNC(=O)CC1N=C2c3ccccc3N=C(SCc3ccc(Cl)cc3)N2C1=O (stereo not drawn)	-7.4
CC(=O)n1ccc2ccc(C(=O)CSc3nnc(-c4cccnc4)n3C)cc21	0.5
O=C(Nc1cc([N+](=O)[O-])ccc1F)c1ccc(Br)o1	-2.6
CNC(=O)c1cc(Nc2nnc(-c3ccc(C)c(S(=O)(=O)N4CCOCC4)c3)c3ccccc23)ccc1OC	-7.2
O=C(c1ccccc1)N(Cc1ccc2c(c1)OCO2)Cc1nc2ccccc2c(=O)[nH]1	-8.1
COc1ccccc1Oc1nc2c(c(=O)n(Cc3ccccc3F)c(=O)n2C)n1C	-8.4
CCn1c(=O)[nH]c2ccc(Br)cc2c1=O	3.4
CCOc1ccc(C2N(c3ccc(F)cc3)C(=O)C3CCCN32)cc1OC (stereo not drawn)	-14.2
CCC(C)(C)n1nnnc1C(c1ccncc1)N1CCN(c2cccc(OC)c2)CC1 (stereo not drawn)	2.5
CC(=O)Oc1ccc(C2CC(=O)Nc3cc4c(cc32)OCO4)cc1 (stereo not drawn)	-4.0
O=C(c1ccc(N2CCCCCC2)c([N+](=O)[O-])c1)N1CCc2ccccc21	-12.3
Cc1ccn2cc(-c3ccc(S(=O)(=O)N4CCCCCC4)cc3)nc2c1	-8.5
C=CCSc1nnc(CSc2nc3sc4c(c3c(=O)[nH]2)CCCC4)n1-c1ccccc1	-11.0
N=c1c(C(=O)NCC2CCCO2)cc2c(=O)n3ccccc3nc2n1CCc1ccccc1 (stereo not drawn)	-44.2
Cn1c(N2CCCCC2)nc2c1c(=O)[nH]c(=O)n2C	3.0&13.7
COc1cccc2c1OC1(C)CC2NC(=O)N1c1ccc(F)cc1 (stereo not drawn)	-8.2
CCCc1nc2ccccc2c(=O)n1/N=C/c1ccccc1O	-4.5
Cc1sc2ncn(CC(=O)Nc3ccc(F)cc3)c(=O)c2c1S(=O)(=O)N1CCN(C)CC1	-2.0
CCOC(=O)c1c(NC(=O)CSc2nnc(-c3ccccc3C)n2C)sc(C(C)=O)c1C	-29.6
CCc1ccc(C(=O)CSc2n[nH]c(C)n2)cc1	-4.2
O=c1[nH]c(-c2ccc(Cl)cc2)nc2ccccc12	-11.9
Cc1cc(S(=O)(=O)NCCN2CCOCC2)ccc1Cl	5.5
CCOC(=O)c1sc2nc(C)cc(C)c2c1NC(=O)c1ccco1	0.7
Cc1ccc(N2C(=O)CSC23C(=O)Nc2ccccc23)cc1 (stereo not drawn)	-6.0&-2.5
CC(C(N)=O)N1C(=O)C2C3C=CC(C3)C2C1=O (stereo not drawn)	0.6&-7.0
Oc1ccccc1-c1nnc2n1N=C(c1ccc(Br)cc1)CS2	-14.6

Filtered by structure, those above containing a Cl atom (five)
SMILES	14-3-3g Raf
Cc1ccc(NS(=O)(=O)c2ccc3[nH]c(=O)c(=O)[nH]c3c2)cc1Cl	1.3
O=C(CN1CCN(S(=O)(=O)c2ccc(Cl)cc2)CC1)Nc1ccc(F)cc1F	2.0
COc1ccccc1CNC(=O)CC1N=C2c3ccccc3N=C(SCc3ccc(Cl)cc3)N2C1=O (stereo not drawn)	-7.4
O=c1[nH]c(-c2ccc(Cl)cc2)nc2ccccc12	-11.9
Cc1cc(S(=O)(=O)NCCN2CCOCC2)ccc1Cl	5.5

Remaining list, next part.
SMILES	14-3-3g Raf
CCC1CCCCN1C(=O)c1nn(-c2ccccc2OC)c(=O)c2ccccc12 (stereo not drawn)	11.0
COc1ccc(NC(=O)c2cccs2)cc1O	-5.2
C=CCN1CCN(C(c2ccc(OC)c(OC)c2)c2nnnn2C(C)(C)C)CC1 (stereo not drawn)	0.8
Oc1c(C(c2ccccn2)N2CCOCC2)ccc2cccnc12 (stereo not drawn)	-4.5
CC1=C(C(=O)OC2CCCC2)C(c2ccccc2OC(C)C)C2=C(CC(C)(C)CC2=O)N1 (stereo not drawn)	5.8
CCOc1ccc(NC(=O)C2CC(=O)N(CC)C(=Nc3cccc(F)c3)S2)cc1 (stereo not drawn)	-2.8
O=C(CCS(=O)(=O)c1ccc(Br)s1)NCc1ccccc1	-5.4
CCOC(=O)C(C)C1=Nc2ccccc2C(c2ccccc2)(c2ccccc2)N1C (stereo not drawn)	-8.7
Cc1cccc(NC(=O)c2ccc3c(=O)n(-c4ccc(F)cc4)c(=S)[nH]c3c2)c1	0.4
CCOC(=O)N1CCN(Cc2nc3c(c(=O)n(C)c(=O)n3C)n2CCC(C)C)CC1	1.2
COc1cccc(C2CC(C(F)(F)F)n3ncc(C(=O)NCc4ccco4)c3N2)c1 (stereo not drawn)	2.4
COc1ccccc1C(=O)n1c(=S)nc2ccc(Cl)cn21	-29.7
O=C(CSCCSCC(=O)c1ccco1)c1ccco1	-2.7
FC(F)(F)c1cc(-c2ccc(Cl)cc2)nc(N2CCCCC2)n1	-4.7
O=C1NC(=O)C2C1ON(c1ccccc1)C2c1ccc(F)cc1 (stereo not drawn)	1.5
CC1(C)CC(=O)c2cc3c(N)c(C(=O)Nc4ccccc4)sc3nc2C1	2.4
Cn1cnnc1Sc1cc(N2CCCCC2)ccc1[N+](=O)[O-]	-1.8
C=CCn1c(SCC(=O)NCc2ccccc2)nnc1-c1ccccc1O	2.5
COc1ccc(-n2cnc3cc(C(=O)NCCC4=CCCCC4)ccc32)cc1	-55.2
Cn1c(=O)[nH]c2ncn(C)c2c1=O	-3.3

Some values from above:
`CCOC(=O)N1CCN(Cc2nc3c(c(=O)n(C)c(=O)n3C)n2CCC(C)C)CC1` – 14-3-3g Raf: 1.2
`COc1ccccc1C(=O)n1c(=S)nc2ccc(Cl)cn21` – 14-3-3g Raf: -29.7
`CCC1CCCCN1C(=O)c1nn(-c2ccccc2OC)c(=O)c2ccccc12` (stereo not drawn) – 14-3-3g Raf: 11.0

Carrying on:
SMILES	14-3-3g Raf
COc1ccc(C2C(=O)N(C3CCCCCC3)CC(=O)N2Cc2ccccc2OC)cc1 (stereo not drawn)	9.7
CCc1ccc(-c2cn(-c3ccc(Br)cc3)c(=S)[nH]2)cc1	-132.6
COc1ccc(OC)c(C2SCCN2S(=O)(=O)c2cccc(C)c2)c1 (stereo not drawn)	12.2
O=c1c2ccccc2nc(-c2ccccc2)n1CCCN1CCOCC1	-9.9
COC(=O)c1ccc(NC(=O)CS(=O)(=O)Cc2ccccc2)cc1	-12.4
CN1c2ccccc2N(C)C1c1ccc2c(c1)OCO2	-0.3
C=CCn1c(SCC(=O)NCC2CCCO2)nc2scc(-c3ccco3)c2c1=O (stereo not drawn)	-21.9
Oc1ccccc1C(=S)N1CCCCC1	-3.7
COc1ccc(-c2cc(C(F)(F)F)nc(NC(C)c3ccccc3)n2)cc1OC (stereo not drawn)	-2.0
CCOc1ccc(N2C(=O)CC(Sc3ccccn3)C2=O)cc1 (stereo not drawn)	0.2
CCCC(=O)c1ccc(N2CCN(C(=O)OCC)CC2)c(F)c1	-8.4
C=CCN(c1ccccc1)S(=O)(=O)c1cc(C(=O)Nc2ccccc2CC)ccc1F	-13.0
CCN1CCN(Cc2nc3c(c(=O)[nH]c(=O)n3C)n2Cc2ccccc2Cl)CC1	0.7
CC1CCC(NC(=O)C2(C)CCC(=O)N2CCc2ccc(Cl)cc2)CC1 (stereo not drawn)	-4.3
COc1cccc(-c2cc(C(=O)Nc3c(C)nn(Cc4ccc(F)cc4)c3C)no2)c1	-1.9
Cn1c(=O)c2c(nc(CN3CCc4ccccc4C3)n2Cc2ccc(F)cc2)n(C)c1=O	-12.2
COc1ccccc1C(=O)N1CCN(C(=O)COc2ccccc2)CC1	1.3
O=C(O)c1[nH]c2ccccc2c1CC(=O)N1CCN(c2cccc(Cl)c2)CC1	1.2
CN1CCN(CCCNC(=O)c2sc3ccccc3c2Cl)CC1	-4.6
COc1ccc(CCNC(=O)c2cc(OC)c(OC)c(OC)c2)cc1	-18.5

Carrying on:
Compound | 14-3-3g Raf
COc1cccc(Cn2c(NCC(C)C)nc3c2c(=O)n(C)c(=O)n3C)c1 | 7.7&-6.7
CC1CCCC(C)N1C(=O)CSc1nnc(CSc2ncccn2)n1C (stereo not drawn) | 2.4
CCCCn1c(SCC(=O)Nc2cc(C)on2)nc2c1c(=O)n(C)c(=O)n2C | -9.9
Cc1ccc(NC(C)c2ccccc2)cc1 (stereo not drawn) | -3.2
CCOc1ccc(C(=O)NCc2ccncc2)cc1 | -10.4
Cc1cccc(C(=O)Sc2n[nH]c(=O)[nH]c2=O)c1 | -10.3
CCCN(CCC)Cc1nc2c(c(=O)[nH]1)C1(CCCC1)Cc1ccccc1-2 | -4.6
O=C1c2ccccc2NC(c2ccc([N+](=O)[O-])cc2)N1c1ccc2ccccc2c1 (stereo not drawn) | 10.7
CCC(=O)N1CCc2cc(S(=O)(=O)NC(C(=O)N3CCN(C4CCCCC4)CC3)C(C)C)ccc21 (stereo not drawn) | -6.7
Nc1c(C(=O)c2ccc(Cl)cc2)sc(Nc2ccccc2)c1C(=O)NCc1ccc2c(c1)OCO2 | -9.8
COc1ccc(NC(=O)C(NS(=O)(=O)c2cccs2)c2ccccc2)cc1 (stereo not drawn) | -22.1
O=C(O)c1cccc(S(=O)(=O)Nc2ccc(O)cc2)c1 | -0.7
Cc1cc(C)c2c(=O)cc(C(F)(F)C(F)F)oc2c1 | 3.3
CCOC(=O)Cn1cc(C(=O)C(F)(F)F)c2ccccc21 | -3.6
O=C(NCc1cccs1)C1CC(c2ccccc2O)=NO1 (stereo not drawn) | -3.2
CCN(CC)CC(=O)N1CCCC1=O | 4.2
COc1cc(C(=O)N2CCN(C(=O)c3c(OC)cccc3OC)CC2)cc(OC)c1OC | 0.9
CCOC(=O)C1=C(N)N(c2ccc(S(N)(=O)=O)cc2)C2=C(C(=O)CCC2)C1c1ccc2c(c1)OCO2 (stereo not drawn) | -12.0
COCCNC(=O)Cn1nc(-c2ccccc2)c2ccccc2c1=O | 0.5
O=C(Nc1cccc(Cl)c1)c1c(Br)sc2c1CCCC2 | 0.1
CCCc1ccc(Oc2c(-c3ccc(O)cc3O)n[nH]c2C)cc1 | -8.4
COc1ccc(C)cc1NS(=O)(=O)c1cccc2nsnc12 | -5.6
CCCCN(CCCC)C(=O)CSc1nnc(-c2cc(OC)c(OC)c(OC)c2)o1 | -5.4
N#Cc1c(N)nc(SCC(=O)NCCc2ccccc2)c(C#N)c1-c1cccs1 | -3.5
CCOC(=O)c1nnn(-c2nonc2N)c1CNC(C)C | 1.1
CC1=C(C(=O)OCCOc2ccccc2)C(c2ccc(C)c([N+](=O)[O-])c2)C2=C(CC(c3cccs3)CC2=O)N1 (stereo not drawn) | -1.1
Cc1ccc(CSC2=NCCN2C(=O)c2ccc(S(=O)(=O)N(C)C)cc2)cc1 | 4.5
CCOC(=O)N1CCC(N2CCN(S(=O)(=O)c3ccc(NC(C)=O)cc3)CC2)CC1 | -7.2
O=C(Oc1cccc2cccnc12)c1ccc(Br)o1 | -2.7&-10.6
O=C(Nc1ccc(Cl)cc1)c1c(NC(=O)C(F)(F)F)sc2c1CCCCC2 | -31.9
CC(C)C1C(C#N)=C(N)Oc2n[nH]c(C(C)(C)C)c21 (stereo not drawn) | 19.6
COCCSc1nc2c(c(=O)n(C)c(=O)n2C)n1Cc1ccccc1Cl | -4.1
CCOc1ccc(C(=O)Nc2cccc(-c3nc4cc(C)ccc4o3)c2C)cc1 | -39.7
O=C(c1ccccc1[N+](=O)[O-])N(Cc1ccccc1)c1ccccn1 | 3.8
COc1ccc(OC)c(S(=O)(=O)N(C)CC(=O)Nc2ccccc2OC)c1 | -0.9
COCCOC(=O)c1ccc(NC(=O)c2cc3ccccc3oc2=O)cc1 | -1.5
CC1=CC(C)(C)NC(=S)N1c1ccccc1 | 0.1
CC1CCCCC1NC(=O)c1ccc2c(=O)n(Cc3ccc(Cl)cc3)c(=S)[nH]c2c1 (stereo not drawn) | -2.3
COc1cccc(C2C=C(c3ccc(F)cc3)Nc3ncnn32)c1OC (stereo not drawn) | -7.9
Cc1nn(C(C)(C)C)c(OC(=O)CC2CCCCC2)c1S(=O)(=O)c1ccccc1 | -0.1
CCCn1c(C)cc(C(=O)COc2ncnc3sccc23)c1C | -7.9
O=C(Nc1nnc(CCS(=O)(=O)c2ccc(Br)cc2)s1)c1ccccc1Cl | -4.0
CC1(C)Cc2c(c(-c3ccco3)[nH]c(=O)c2C#N)CS1 | -2.4
Cc1nc2cc(N=Cc3ccccc3[N+](=O)[O-])ccc2n1C | -9.9
O=C(Nc1ccc(NC(=O)c2cc(S(=O)(=O)N3CCCCC3)ccc2Cl)cc1)c1ccccc1 | -34.3
Cc1ccc(CNC(=O)c2oc3ccc(S(=O)(=O)N4CCCC4)cc3c2C)cc1 | 0.7
CCc1ccc(OCC(=O)Nc2ccc3c(c2)N(C(C)=O)c2ccccc2CC3)cc1 | -1.6
